T cruzi HTS – intracellular Trypanosoma cruzi inhibition. activity score (inhibition), % at 5.01 µM. intracellular Trypanosoma cruzi in host cells, plate reader. 22,000 compounds, 4.9% hits; in the data active means activity score above about 55%;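 further: parasites and compound incubated about four days before reading; 0% = median of neutral control wells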
INS-1E rescue – preserves ATP levels in cytokine-treated INS-1E cells; 20,000 compounds, 0.1% hits; protection from cytokine-induced ATP loss, % at 10 µM; INS-1E cytokine-induced death, ATP luminescence, 48 h; normalised: neutral wells 0, positive control 100; AID 488910;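 active means mean replicate protection from cytokine-induced ATP loss at least 50% and at least 75% of replicates each reaching 50%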
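Assay system: INS-1E rat cells / Quantity: 8000 cells per well / Medium: RPMI without phenol red, 5% FBS / Probe or stimulus: three-cytokine cocktail (IFN-γ, TNF-α, IL-1β) / Dosing: one compound concentration, pin transfer / Timing: 48 h co-treatment, 10 min post-lysis read / Technique: CellTiter-Glo luminescence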
Numbers without * were called inactive; / = not tested or not shown. Some of the compounds tested; the hit share may differ from the screen's.

SMILES	T cruzi HTS	INS-1E rescue
C[C@@H]1CN([C@H](C)CO)C(=O)c2cc(NC(=O)CCC(F)(F)F)ccc2O[C@H]1CN(C)C(=O)NC1CCCCC1	-13	9
C[C@@H]1CN([C@H](C)CO)C(=O)Cc2cc(NS(=O)(=O)c3ccc(Cl)cc3)ccc2O[C@@H]1CN(C)C(=O)Nc1cccc2ccccc12	-1	-4
COc1ccc(CN(C)C[C@H]2Oc3ccc(NS(=O)(=O)c4ccc(OC)cc4)cc3C(=O)N([C@H](C)CO)C[C@@H]2C)cc1	15	-2
Cc1noc(C)c1NC(=O)Nc1ccc2c(c1)C(=O)N([C@@H](C)CO)C[C@@H](C)[C@H](CN(C)Cc1ccc3c(c1)OCO3)O2	-13	-2
COc1ccc(NC(=O)Nc2cccc3c2O[C@@H](CN(C)CC2CCCCC2)[C@@H](C)CN([C@@H](C)CO)C3=O)cc1	-21	-7
Cc1noc(C)c1NC(=O)Nc1ccc2c(c1)C(=O)N([C@@H](C)CO)C[C@@H](C)[C@H](CN(C)S(C)(=O)=O)O2	-13	1
C[C@@H]1CN([C@H](C)CO)C(=O)c2cc(NC(=O)Nc3ccccc3)ccc2O[C@@H]1CN(C)C(=O)Nc1ccc2c(c1)OCO2	-10	7
COc1ccc(NC(=O)N(C)C[C@H]2Oc3ccc(NS(=O)(=O)c4ccc(OC)cc4)cc3C(=O)N([C@@H](C)CO)C[C@@H]2C)cc1	-17	6
C[C@@H]1CN([C@@H](C)CO)C(=O)Cc2cc(NC(=O)Nc3ccccc3)ccc2O[C@@H]1CN(C)Cc1ccc2c(c1)OCO2	14	-12
CNC[C@@H]1Oc2c(NS(=O)(=O)c3ccc(OC)cc3)cccc2C(=O)N([C@H](C)CO)C[C@@H]1C	-20	7
COc1cccc(CN(C)C[C@H]2OCc3cn(nn3)CCCC(=O)N([C@@H](C)CO)C[C@H]2C)c1	-4	11
C[C@@H]1CN([C@@H](C)CO)C(=O)Cc2cc(NC(=O)Cc3cn(C)c4ccccc34)ccc2O[C@@H]1CN(C)S(=O)(=O)c1ccccc1	26	-6
C[C@H](CO)N1C[C@H](C)[C@@H](CN(C)C(=O)Nc2ccccc2F)OCc2cn(nn2)CCCC1=O	-6	/
COc1ccc(S(=O)(=O)Nc2ccc3c(c2)CC(=O)N([C@H](C)CO)C[C@@H](C)[C@@H](CN(C)Cc2ccc(C(=O)Nc4ccccc4N)cc2)O3)cc1	50	-18
C[C@@H]1CN([C@@H](C)CO)C(=O)c2cc(NS(=O)(=O)c3cn(C)cn3)ccc2O[C@@H]1CN(C)C(=O)Nc1cccc2ccccc12	-20	/
Cc1ccc(S(=O)(=O)Nc2cccc3c2O[C@@H](CN(C)Cc2ccncc2)[C@H](C)CN([C@H](C)CO)C3=O)cc1	-7	11
C[C@H]1CN([C@@H](C)CO)C(=O)Cc2cc(NS(=O)(=O)c3ccc(F)cc3)ccc2O[C@@H]1CN(C)S(=O)(=O)c1cn(C)cn1	-34	10
C[C@@H]1CCCCO[C@H](CN(C)S(=O)(=O)c2cn(C)cn2)[C@@H](C)CN([C@H](C)CO)C(=O)c2cc(NS(=O)(=O)c3ccc(F)cc3)ccc2O1	-13	4
C[C@H](CO)N1C[C@H](C)[C@H](CN(C)C(=O)Nc2ccc(C(F)(F)F)cc2)Oc2ccc(N(C)C)cc2C1=O	4	3
C[C@H](CO)N1C[C@H](C)[C@@H](CN(C)S(=O)(=O)c2ccccc2)Oc2c(NC(=O)C3CC3)cccc2C1=O	-8	6
C[C@H](CO)N1C[C@H](C)[C@@H](CN(C)C(=O)Nc2ccc3c(c2)OCO3)Oc2ccc(NC(=O)c3ccncc3)cc2C1=O	-9	1
COc1ccc(CN(C)C[C@H]2Oc3ccc(NS(C)(=O)=O)cc3C(=O)N([C@H](C)CO)C[C@@H]2C)cc1	-4	7
C[C@@H]1CN([C@@H](C)CO)C(=O)c2cc(NC(=O)C3CC3)ccc2O[C@H]1CN(C)S(=O)(=O)c1ccc(Cl)cc1	23	-5
C[C@@H]1CN([C@@H](C)CO)C(=O)c2cc(NS(=O)(=O)c3ccc(Cl)cc3)ccc2O[C@@H]1CN(C)S(=O)(=O)c1ccccc1	38	-1
Cc1noc(C)c1NC(=O)Nc1ccc2c(c1)C(=O)N([C@@H](C)CO)C[C@H](C)[C@@H](CN(C)Cc1ccc(C(=O)Nc3ccccc3N)cc1)O2	55	-15
CC(C)NC(=O)Nc1ccc2c(c1)C(=O)N([C@H](C)CO)C[C@@H](C)[C@@H](CN(C)Cc1ccc(C(F)(F)F)cc1)O2	-1	5
Cc1ccc(S(=O)(=O)N(C)C[C@@H]2OCCCC[C@@H](C)Oc3ccc(NC(=O)NC4CCCCC4)cc3C(=O)N([C@H](C)CO)C[C@@H]2C)cc1	21	-12
C[C@H](CO)N1C[C@H](C)[C@H](CN(C)S(=O)(=O)c2ccc(Cl)cc2)Oc2ccc(NC(=O)Nc3ccc(F)cc3)cc2CC1=O	3	-5
COc1ccc(CN(C)C[C@@H]2Oc3ccc(NC(=O)Nc4ccccc4)cc3C(=O)N([C@H](C)CO)C[C@@H]2C)cc1	-13	-9
C[C@@H]1CCCCO[C@@H](CN(C)Cc2ccc(C(=O)O)cc2)[C@@H](C)CN([C@H](C)CO)C(=O)c2cc(N(C)C)ccc2O1	-24	16

The list goes on; the last 2 above are carried over.
SMILES	T cruzi HTS	INS-1E rescue
COc1ccc(CN(C)C[C@@H]2Oc3ccc(NC(=O)Nc4ccccc4)cc3C(=O)N([C@H](C)CO)C[C@@H]2C)cc1	-13	-9
C[C@@H]1CCCCO[C@@H](CN(C)Cc2ccc(C(=O)O)cc2)[C@@H](C)CN([C@H](C)CO)C(=O)c2cc(N(C)C)ccc2O1	-24	16
O=C(N/N=C/c1ccc(O)c2ccccc12)c1ccccn1	-14	2
C[C@@H]1CCCCO[C@H](CN(C)C(=O)Cc2ccccc2)[C@@H](C)CN([C@H](C)CO)C(=O)c2cc(NS(=O)(=O)c3cn(C)cn3)ccc2O1	-2	5
C[C@@H]1CN([C@H](C)CO)C(=O)c2cccc(NS(=O)(=O)c3cn(C)cn3)c2O[C@@H]1CN(C)C(=O)Nc1ccc(C(F)(F)F)cc1	-15	7
Cc1noc(C)c1NC(=O)N(C)C[C@@H]1OCCCC[C@@H](C)Oc2ccc(NS(C)(=O)=O)cc2C(=O)N([C@H](C)CO)C[C@@H]1C	2	10
COc1cccc(NC(=O)N(C)C[C@H]2OCc3cn(nn3)CCCC(=O)N([C@@H](C)CO)C[C@@H]2C)c1	-9	/
C[C@H](CO)N1C[C@H](C)[C@H](CN(C)S(=O)(=O)c2ccccc2)Oc2ccc(NC(=O)Cn3cnnn3)cc2CC1=O	-11	11
COc1ccc(CN(C)C[C@@H]2Oc3ccc(NC(=O)Nc4c(C)noc4C)cc3CC(=O)N([C@H](C)CO)C[C@H]2C)cc1	-7	0
C[C@H]1CN([C@@H](C)CO)C(=O)c2cc(NC(=O)CCC(F)(F)F)ccc2O[C@@H]1CN(C)CC1CC1	-5	1
O=C(CCCCCCC(=O)Nc1ccccc1O)N/N=C/c1ccccc1Cl	7	-12
COc1ccc(NC(=O)N(C)C[C@H]2Oc3ccc(NC(=O)Nc4c(C)noc4C)cc3CC(=O)N([C@H](C)CO)C[C@H]2C)cc1	6	2
C[C@H]1CN([C@@H](C)CO)C(=O)CCCn2nncc2CO[C@@H]1CN(C)C(=O)Cc1ccccc1	-14	/
Cc1noc(C)c1S(=O)(=O)Nc1ccc2c(c1)C(=O)N([C@H](C)CO)C[C@@H](C)[C@H](CN(C)S(=O)(=O)c1ccc(F)cc1)O2	3	4
C[C@@H]1CN([C@@H](C)CO)C(=O)c2cc(NC(=O)Nc3cccc4ccccc34)ccc2O[C@@H]1CN(C)C(=O)Nc1ccc(C(F)(F)F)cc1	22	-23
C[C@H](CO)N1C[C@H](C)[C@@H](CN(C)C(=O)Nc2ccc(C(F)(F)F)cc2)Oc2c(NC(=O)c3cnccn3)cccc2C1=O	-31	1
O=C(NO)c1cccc(C(=O)N/N=C/c2cccc(O)c2O)c1	1	-27

Compound profiles, as listed above. Order of screens: T cruzi HTS, INS-1E rescue
Entry for COc1cccc(NC(=O)N(C)C[C@H]2OCc3cn(nn3)CCCC(=O)N([C@@H](C)CO)C[C@@H]2C)c1 = -9, /
Entry for O=C(NO)c1cccc(C(=O)N/N=C/c2cccc(O)c2O)c1 = 1, -27
Entry for C[C@H]1CN([C@@H](C)CO)C(=O)c2cc(NC(=O)CCC(F)(F)F)ccc2O[C@@H]1CN(C)CC1CC1 = -5, 1
Entry for COc1ccc(CN(C)C[C@@H]2Oc3ccc(NC(=O)Nc4c(C)noc4C)cc3CC(=O)N([C@H](C)CO)C[C@H]2C)cc1 = -7, 0
Entry for Cc1noc(C)c1NC(=O)N(C)C[C@@H]1OCCCC[C@@H](C)Oc2ccc(NS(C)(=O)=O)cc2C(=O)N([C@H](C)CO)C[C@@H]1C = 2, 10

Next part:
SMILES	T cruzi HTS	INS-1E rescue
C[C@H](CO)N1C[C@H](C)[C@H](CN(C)C(=O)Nc2ccc3c(c2)OCO3)Oc2ccc(NC(=O)CCCCCC(=O)Nc3ccccc3N)cc2C1=O	-16	12
C[C@@H]1CN([C@H](C)CO)C(=O)c2cccc(N(C)C)c2O[C@H]1CN(C)S(C)(=O)=O	-4	3
Cc1noc(C)c1NC(=O)N(C)C[C@H]1Oc2c(NC(=O)Nc3cccc4ccccc34)cccc2C(=O)N([C@H](C)CO)C[C@H]1C	-1	7
COc1ccc(S(=O)(=O)Nc2ccc3c(c2)C(=O)N([C@H](C)CO)C[C@H](C)[C@H](CN(C)C(=O)Nc2ccc(F)cc2)OCCCC[C@@H](C)O3)cc1	-8	6
C[C@@H]1CN([C@@H](C)CO)C(=O)c2cccc(NC(=O)C3CC3)c2O[C@@H]1CN(C)Cc1ccccc1	-22	2
C[C@H]1CN([C@@H](C)CO)C(=O)Cc2cc(NC(=O)Nc3ccc(F)cc3)ccc2O[C@H]1CN(C)Cc1ccc(C(=O)O)cc1	0	4
CNC[C@@H]1Oc2ccc(NC(=O)Nc3cccc4ccccc34)cc2CC(=O)N([C@@H](C)CO)C[C@@H]1C	0	6
C[C@@H]1CN([C@H](C)CO)C(=O)c2cc(N(C)C)ccc2O[C@H]1CN(C)C(=O)Nc1ccc2c(c1)OCO2	-6	-2
C[C@@H]1CN([C@H](C)CO)C(=O)c2cc(NC(=O)Nc3ccc(C(F)(F)F)cc3)ccc2O[C@H]1CN(C)S(=O)(=O)c1ccc(F)cc1	65*	-30
CC(C)NC(=O)Nc1ccc2c(c1)C(=O)N([C@H](C)CO)C[C@@H](C)[C@@H](CN(C)CC1CCCCC1)O2	0	/
C[C@@H]1CN([C@@H](C)CO)C(=O)CCCn2cc(nn2)CO[C@@H]1CN(C)S(=O)(=O)c1ccc(-c2ccccc2)cc1	2	/
C[C@H](CO)N1C[C@H](C)[C@H](CN(C)S(=O)(=O)c2cn(C)cn2)Oc2ncc(C#Cc3cccc(F)c3)cc2C1=O	3	-10
C[C@@H]1CN([C@@H](C)CO)C(=O)CCCn2cc(nn2)CO[C@@H]1CN(C)S(=O)(=O)c1ccccc1F	-11	/
C[C@@H]1CN([C@H](C)CO)C(=O)c2cccc(NC(=O)C3CC3)c2O[C@H]1CN(C)S(=O)(=O)c1ccccc1	5	11
C[C@H](CO)N1C[C@H](C)[C@@H](CN(C)S(=O)(=O)c2ccc(F)cc2)Oc2c(NC(=O)c3ccncc3)cccc2C1=O	1	9

Copied from the results shown for reference:
SMILES	T cruzi HTS	INS-1E rescue
C[C@@H]1CN([C@H](C)CO)C(=O)c2cccc(NC(=O)C3CC3)c2O[C@H]1CN(C)S(=O)(=O)c1ccccc1	5	11
C[C@H](CO)N1C[C@H](C)[C@@H](CN(C)S(=O)(=O)c2ccc(F)cc2)Oc2c(NC(=O)c3ccncc3)cccc2C1=O	1	9

(cont.)
SMILES	T cruzi HTS	INS-1E rescue
Cc1ccc(/C=N/NC(=O)CCCCCCC(=O)O)o1	-23	-1
COc1ccc(S(=O)(=O)Nc2ccc3c(c2)CC(=O)N([C@@H](C)CO)C[C@H](C)[C@@H](CN(C)C(=O)Nc2c(C)noc2C)O3)cc1	-17	6
C[C@H](CO)N1C[C@H](C)[C@H](CN(C)C(=O)NC2CCCCC2)Oc2ncc(-c3ccc(F)cc3)cc2C1=O	-8	/
O=C(NO)c1ccc(C(=O)N/N=C/c2ccc(F)c(Oc3ccccc3)c2)cc1	0	14
C[C@@H]1CN([C@H](C)CO)C(=O)c2cccc(NC(=O)Nc3cccc4ccccc34)c2O[C@H]1CN(C)S(=O)(=O)c1cccs1	18	-2
COc1ccc(CN(C)C[C@H]2Oc3ccc(NC(=O)C4CCCCC4)cc3C(=O)N([C@@H](C)CO)C[C@@H]2C)cc1	-8	-8
C[C@@H]1CN([C@H](C)CO)C(=O)c2cccc(NC(=O)C3CC3)c2O[C@H]1CN(C)C(=O)Nc1cccc2ccccc12	-7	3
O=C(N/N=C/c1cc(O)ccc1O)c1ccccn1	10	-7
Cc1ccc(S(=O)(=O)Nc2ccc3c(c2)C(=O)N([C@H](C)CO)C[C@H](C)[C@H](CN(C)C(=O)NC(C)C)OCCCC[C@@H](C)O3)cc1	-10	2
CC(C)(C)OC(=O)Nc1cccc(/C=N/NC(=O)c2ccc(C(=O)NO)cc2)c1	-17	9

Compound activity deposited in PubChem BioAssay by Broad Institute.
